# HepG2 viability: HepG2 cytotoxicity, counter-screen for TGF-b inhibitors | 410,000 tested, 0.76% active | AID 588856 | Potency, µM (series often up to 46.1 µM), for inactives: at the top dose activity change, negative = cytotoxicity, usual class: cytotoxic | HepG2 CAGA-GFP viability, ATP luminescence, 18 h; note: potency is the fitted concentration of half-maximal effect; some results filed as inactive show a strong effect at the top dose
#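 CellTiter-Glo luminescence gave cytotoxicity after 18 hours at 37 degrees C. The cells were HepG2 CAGA-GFP in 1% FBS DMEM, stimulated with 500 pg/mL TGF-beta after compound addition. %Activity was normalised to no-cell wells (complete cell-killing) and DMSO (no toxicity), and curves were fitted and classified.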
# A549 tox: A549 cytotoxicity, counter-screen for Nrf2 inhibitors. A549 ARE-Fluc cells, CellTiter-Fluor viability, 18-24 h. 390,000 tested, 0.16% active. Potency, µM (titrated, usually from 46 µM), for inactives: at the highest dose activity change, negative = cytotoxicity, actives largely listed as inhibitors; note: potency is the fitted concentration of half-maximal effect; % is set by controls: 0 for no effect and ±100 for the full control effect
#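 A549 ARE_Fluc cells in 5% FBS OPTI-MEM were exposed to compounds in concentration-response for 18-24 h at 37 deg C. Viability was read by CellTiter-Fluor fluorescence (Ex 405/Em 525) after 30 min, before the luciferase read.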
# TGFb inhibitor: TGF-b pathway inhibition; Potency, µM (doses to about 46.1 µM), for inactives: top-dose activity, negative = inhibition, hits mostly inhibitors; 410,000 tested, 1.2% active; HepG2 CAGA-GFP TGF-b/SMAD3 reporter, GFP fluorescence, 18 h; TGF-beta stimulated, 500 pg/mL final; note: potency is the fitted concentration of half-maximal effect; % is set by controls: 0 for no effect and ±100 for the full control effect; nearly all actives have a fitted effect of over 65% in size
#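 GFP signal (ex488/em500-530) from TGF-beta-stimulated HEPG2 CAGA-GFP cells, 500 pg/mL final, 18 h at 37 degrees C in DMEM plus 1% FBS, normalized to unstimulated and DMSO-stimulated controls.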
# Nrf2 ARE act: activates Nrf2 signaling; Potency, µM (top dose mostly 46.1 µM), for inactives: at the highest dose activation, most hits filed as activators; 410,000 tested, 0.31% active; AREc32 ARE-luciferase reporter (MCF7-derived line), luminescence, 24 h; AID 624171; note: potency is the fitted concentration of half-maximal effect; % of control where 0% means no effect; nearly all actives have a fitted effect of over 65% in size
#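 ARE activation measured as luciferase luminescence (Steady-Glo, 30 min RT) in AREc32_Fluc cells after 24 hr compound exposure at 37 deg C, 5% CO2; cells seeded overnight at 1000/well in OPTI-MEM, 5% FBS.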
# ATXN2 expr inh: ATXN2 expression inhibition. 360,000 tested, 0.72% active. AID 1745845. HEK-293 ATXN2-luciferase reporter, luminescence, 24 h. Potency, µM (doses to about 57 µM), for inactives: top-dose activity change, negative = inhibition, most hits filed as inhibitors; note: potency is the fitted concentration of half-maximal effect; % is set by controls: 0 for no effect and ±100 for the full control effect; nearly all actives have a fitted effect of over 55% in size
#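 ATXN2-luciferase reporter cells (luciferase flanked by upstream and downstream ATXN2 gene portions) were treated 24 h at 37 °C with compounds at up to 57 uM. SteadyGlo luminescence gave expression; GF-AFC fluorescence gave viability.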
# IL-1B inflam inh: inflammasome signaling inhibition, IL-1 beta readout. THP-1 LPS/ATP IL-1B secretion, AlphaLISA, 16 h; active compounds read low. 360,000 tested, 4.7% active. AID 743279. activity change, % at 57.5 µM; in the data active = activity change below about -50%; inconclusive = mostly about -30% to -49%; note: % is set by controls: 0 for no effect and ±100 for the full control effect
#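 Secreted IL-1B measured by AlphaLISA bead assay after 16 h compound exposure of THP-1 cells; compounds (final up to 57.5 uM) added 1 h before LPS (250 ng/mL) and ATP (1.25 mM) stimulation; lower signal means less secretion.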
# S2 tox: reduces viability in counter-screen for ATXN expression inhibitors. Potency, µM (highest dose often 56.7 µM), usual class: cytotoxic. AID 651635. 400,000 tested, 0.49% active. S2 cells (HEK-293 line with an ATXN2-luciferase reporter) viability, CellTiter-Fluor protease fluorescence, 24 h; note: potency is the fitted concentration of half-maximal effect; nearly all actives have a fitted effect of over 40% in size
# MCF10A rereplic: inducers of DNA re-replication in MCF 10A breast cells | MCF 10A DNA re-replication, Hoechst nuclear intensity, 48 h | Potency, µM (top dose mostly 46.1 µM), inactives show at the top dose activity, positive = re-replication, actives largely listed as activators | 350,000 tested, 2.9% active; note: potency is the fitted concentration of half-maximal effect; % of control where 0% means no effect; nearly all actives have a fitted effect of over 50% in size
# Nrf2 block: blocks Nrf2 signaling; Potency, µM (doses to about 46 µM), without a hit: at the highest dose activity change, negative = inhibition, hits mostly inhibitors; A549 ARE-Fluc reporter, luciferase luminescence, 18-24 h; 360,000 tested, 2.1% active; note: potency is the fitted concentration of half-maximal effect; % is set by controls: 0 for no effect and ±100 for the full control effect; nearly all actives have a fitted effect of over 60% in size
#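 Quantitative HTS in A549 cells stably bearing an antioxidant response element-firefly luciferase construct. Inhibition of Nrf2-driven transcription was scored by luminescence after 18-24 h of compound exposure at 37 °C.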
# Numbers without * were called inactive; i = inactive; ? = inconclusive; / = not tested or not shown; & = joins results of further samples; [ ] = remark or other dose. Unless noted, calls come from the whole dose curve; as a rule, active = well fitted curve in the direction sought with a large enough effect; inconclusive = small, poorly fitted or top-dose-only effect, or another doubt; inactive = no such curve, though single readings can be large; an effect the other way counts as inactive or inconclusive. No enrichment for hits; 8.8% or so of the library scored in one or more.
SMILES,HepG2 viability,A549 tox,TGFb inhibitor,Nrf2 ARE act,ATXN2 expr inh,IL-1B inflam inh,S2 tox,MCF10A rereplic,Nrf2 block
Cc1ccccc1COc1ccc(/C(O)=C2/C(=O)C(=O)N(CCCn3ccnc3)C2c2ccco2)cc1 (stereo not given),3%,-1%,1%,0.1%,2%,11,?,14%,15%
COCCNC(=O)c1ccc(N2CC3CC(C2)c2cccc(=O)n2C3)c(NC(=O)c2ccccc2Cl)c1 (stereo not given),-41%,/,-13%,-0.2%,/,?,i,/,/
Cc1noc(C)c1C(=O)Nc1sc(C)c(-c2ccccc2)c1C#N,-29%,-9%,?,0.1%,2%,11,?,7%,-17%
CC1Cc2cc(S(=O)(=O)N3CCC(C(=O)N(C)Cc4ccco4)CC3)ccc2N1C(=O)C1CCC1 (stereo not given),-16%,-6%,-29%,5.5%,/,-7,i,-1%,?
O=C(c1cccc(NS(=O)(=O)c2ccccc2)c1)N1CCCCC1,11%,-1%,1%,0.3%,0%,25,i,0%,8%
O=C(CN1C(=O)NC2(CCc3ccccc3C2)C1=O)Nc1ccc(F)cc1 (stereo not given),-24%,8%,-33%,-0.1%,-5%,0,i,?,-6%
O=C(CNc1ccc(F)cc1)N/N=C1\CCCc2ccccc21,-39%,0%,-12%,-0.9%,6%,-18,i,0%,-3%
CCOc1ccc(CCNC(=O)c2cnccn2)cc1OCC,-1%,-4%,-6%,-0.1%,10%,16,i,3%,11%
CCOC(=O)C(NC(=O)c1ccccc1)(OCC1(CC)COC1)C(F)(F)F (stereo not given),-15%,-8%,3%,0.3%,-3%,12,i,0%,3%
CCN1C(=O)[C@H]2[C@@H](c3ccc(C(F)(F)F)cc3)N[C@]3(CCCN(Cc4ccc(C)cc4)C3=O)[C@H]2C1=O,-28%,/,-4%,0.2%,-6%,-7,?,/,/
CCN(CCO)Cc1cn[nH]c1-c1ccc(C)c(C)c1,-3%,/,4%,-0.1%,6%,-3,i,1%,-35%
COc1cc(-c2nc3n(n2)C(c2ccncc2)C2=C(CCCC2=O)N3)cc(OC)c1OC (stereo not given),3%,-12%,-1%,-0.1%,-14%,4,i,15%,0%
O=C(c1ccc(-c2ccccc2)c(F)c1)C1CCCN(C(=O)c2cncs2)C1 (stereo not given),-11%,0%,1%,2.6%,?,?,?,2%,?
CCOC(=O)Cn1nc(C)c2c1CCCC2=O,7%,-10%,0%,0.5%,4%,36,i,?,2%
O=C(COC(=O)c1ccc2c(c1)OCCO2)NCCc1ccccc1,0%,4%,3%,3.7%,14%,13,i,-2%,?
O=C(Nc1nc(-c2ccncc2)cs1)C1c2ccccc2Oc2ccccc21,-17%,?,-47%,3.8%,?,9,i,23%,15µM*
COc1cccc(C2c3[nH]c4ccccc4c3C[C@H]3C(=O)N(C4CC4)CC(=O)N23)c1 (stereo not given in full),-10%,-5%,-1%,3.3%,/,-16,i,-10%,?
O=C(CN1C(=O)CCC1=O)Nc1nc(-c2ccc3ccccc3c2)cs1,3%,-1%,6%,5.0%,25%,-26,/,1.5µM*,?
Nc1ncnc2c1ncn2[C@@H]1O[C@H](CO)[C@@H](O)[C@@H]1O,22%,1%,2%,-1.0%,-20%&48%,-3,i,7.3µM*,-22%
O=C(Nc1nc(=O)[nH]s1)c1ccccc1,11%,0%,6%,-0.8%,15%,23,i,1%,3%

# Some of the entries above, set out differently.
# Fields – HepG2 viability	A549 tox	TGFb inhibitor	Nrf2 ARE act	ATXN2 expr inh	IL-1B inflam inh	S2 tox	MCF10A rereplic	Nrf2 block
O=C(CN1C(=O)NC2(CCc3ccccc3C2)C1=O)Nc1ccc(F)cc1 (stereo not given)
 : -24%	8%	-33%	-0.1%	-5%	0	i	?	-6%
O=C(CNc1ccc(F)cc1)N/N=C1\CCCc2ccccc21
 : -39%	0%	-12%	-0.9%	6%	-18	i	0%	-3%

# (continued)
SMILES,HepG2 viability,A549 tox,TGFb inhibitor,Nrf2 ARE act,ATXN2 expr inh,IL-1B inflam inh,S2 tox,MCF10A rereplic,Nrf2 block
COc1cc(OC)cc(-c2oc(=O)c3cc(OC)c(OC)cc3c2/C=C/c2ccc(F)cc2)c1,3%,1%,15%,4.7%,5%,-2,i,13%,1%
COc1cccc(NC(=O)c2csc3c2CCCCC3)c1,-38%,9%,?,7.9%,53%[activator],/,i,/,?
Cc1ccc(S(=O)(=O)N(C)C)cc1NC(=O)COC(=O)C1CC(=O)N(c2ccc3c(c2)OCCO3)C1 (stereo not given),-2%,1%,0%,0.4%,2%,11,i,2%,3%
NC(=O)NC(CC(=O)NCCCc1ccccc1)c1ccccc1Cl (stereo not given),0%,0%,-20%,0.2%,-4%,1,i,-4%,2%
Cc1c(C(=O)N2CCCC2)sc(NC(=O)c2cccc(Cl)c2)c1C#N,-8%,-22%,-2%,3.3%,-20%,-1,i,0%,?
C/C(=N/NC(=O)c1cc(-c2cccc([N+](=O)[O-])c2)n[nH]1)c1cccc(O)c1,-40%,0%,-4%,1.3%,/,0,i,1%,-41%
CC(=O)Nc1ccc(OCc2cnc(Cl)s2)cc1,-18%,-1%,-4%,2.0%,22%,-2,i,-5%,?
O=c1ccnc(SCCc2ccccc2)[nH]1,0%,4%,1%,-0.7%,/,18,?,12%,12%
CCOc1ccc(N/C=C/C(=O)c2ccc(OC)c(OC)c2)cc1,1%,-9%,0%,5.3%,/,-14,i,0%,?
COc1ccccc1OC(C)C(=O)Nc1ccccc1C(=O)NCc1cccnc1 (stereo not given),-39%,1%,-11%,-0.2%,-21%,-4,i,1%,-27%
OC(c1ccccc1)c1nc(-c2cccc(C(F)(F)F)c2)cs1 (stereo not given),-58%,/,?,5.3%,6%,68,?,/,/
O=C(Nc1c(F)cc(F)cc1Br)c1cc2nc(C(F)F)cc(C(F)F)n2n1,2%,8%,28%,-0.2%,-4%,-23,i,14%,/
CCCCNC(=O)CCCn1c(=S)[nH]c2cc3c(cc2c1=O)OCO3,3%,-11%,-27%,-0.4%,-8%,23,i,3%,?
CC1(C)CC(NC(=S)NC(=O)c2cc(Br)ccc2Cl)CC(C)(C)N1,-16%,-27%,2%,-0.8%,/,?,i,10%,-12%
Cc1ncc(CN2CCCC(C(=O)Nc3ccc(-c4cccc(F)c4)cc3)C2)cn1 (stereo not given),-29%,-4%,0%,1.9%,?,-87*,i,10%,?
Cc1c(C(=O)N2CCCCC2)c(S(=O)(=O)N(C)Cc2ccco2)c(C)n1C,4%,-1%,9%,0.1%,-6%,36,?,0%,-9%
Cc1nc(Nc2nc(-c3ccccc3)cc(=O)[nH]2)nc2ccccc12,-38%,?,?,2.4%,5%,-65*,?,?,?
COc1ccc(NC(=O)CN(c2ccc(C)cc2)S(=O)(=O)c2cccs2)cc1,-1%,6%,-4%,-1.2%,10%,/,i,/,21%
COc1cccc(NC(=O)COC(=O)C2CC2)c1,-5%,0%,-1%,0.7%,/,2,i,1%,19%
NNC(=O)CN1C(c2cccc(Cl)c2)=Nc2ccc(Br)cc2C1c1ccccc1 (stereo not given),-21%,-8%,-4%,0.4%,-10%,-29,i,?,0%

# Of the compounds above, these have bromine:
SMILES,HepG2 viability,A549 tox,TGFb inhibitor,Nrf2 ARE act,ATXN2 expr inh,IL-1B inflam inh,S2 tox,MCF10A rereplic,Nrf2 block
O=C(Nc1c(F)cc(F)cc1Br)c1cc2nc(C(F)F)cc(C(F)F)n2n1,2%,8%,28%,-0.2%,-4%,-23,i,14%,/
CC1(C)CC(NC(=S)NC(=O)c2cc(Br)ccc2Cl)CC(C)(C)N1,-16%,-27%,2%,-0.8%,/,?,i,10%,-12%
NNC(=O)CN1C(c2cccc(Cl)c2)=Nc2ccc(Br)cc2C1c1ccccc1 (stereo not given),-21%,-8%,-4%,0.4%,-10%,-29,i,?,0%

# (list continues)
SMILES,HepG2 viability,A549 tox,TGFb inhibitor,Nrf2 ARE act,ATXN2 expr inh,IL-1B inflam inh,S2 tox,MCF10A rereplic,Nrf2 block
O=C(CSc1nnc(Cc2ccc3c(c2)OCO3)n1C1CCCCC1)NC1CCCC1,-3%,-5%,-9%,0.2%,-1%,-22,i,0%,0%
CC(C)(C)c1ccc(S(=O)(=O)O/N=C2/CCCCC2c2ccc([N+](=O)[O-])cc2[N+](=O)[O-])cc1 (stereo not given),-1%,3%,1%,0.1%,-5%,13,i,5%,-6%
CCCN(C(=O)Cc1ccc(S(=O)(=O)N2CCOCC2)s1)c1c(N)n(Cc2ccccc2)c(=O)[nH]c1=O,6%,-1%,8%,0.3%,0%,7,i,2%,10%
COc1cccc(S(=O)(=O)Nc2cccc(C(=O)N3CCCCCC3)c2)c1,5%,-4%,?,-0.5%,8%,5,i,10%,12%

# Some entries already given, showing only A549 tox and S2 tox:
smiles,A549 tox,S2 tox
O=C(Nc1nc(-c2ccncc2)cs1)C1c2ccccc2Oc2ccccc21,?,i
COc1cccc(C2c3[nH]c4ccccc4c3C[C@H]3C(=O)N(C4CC4)CC(=O)N23)c1 (stereo not given in full),-5%,i
